Compound activity (PubChem BioAssay)
IL1B secr inh: qHTS for Inhibitors of Inflammasome Signaling: IL-1-beta AlphaLISA Primary Screen | AID 743279, 2014 | activity change, % at 57.5 µM | 360,000 tested, 4.7% active | THP-1 LPS/ATP IL-1B secretion, AlphaLISA, 16 h; stronger effect = lower value; in the data active means activity change below about -50%; inconclusive means mostly about -30% to -49%; further: on the % scale 0 is the no-effect control and ±100 the full control effect
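THP-1 cells pretreated 1 hr with compounds (up to 57.5 uM final), then stimulated with LPS (250 ng/mL final) plus ATP (1.25 mM final); secreted IL-1B measured by AlphaLISA after 16 hr, decreased signal indicating inhibition.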
S2 tox: Viability Counterscreen for Primary qHTS for Inhibitors of ATXN expression | Potency, µM (doses to about 56.7 µM), actives largely listed as cytotoxic | 400,000 tested, 0.49% active | S2 cells (HEK-293 line with an ATXN2-luciferase reporter) viability, CellTiter-Fluor protease fluorescence, 24 h; further: potency means the concentration at half of the fitted maximal effect; nearly all actives have a fitted effect of over 40% in size
Nrf2 activator: qHTS of Nrf2 Activators; Potency, µM (top dose mostly 46.1 µM), without a hit: at the top dose activation, usual class: activators; AID 624171, 2012; AREc32 ARE-luciferase reporter (MCF7-derived line), luminescence, 24 h; 410,000 tested, 0.31% active; further: potency means the concentration at half of the fitted maximal effect; % of control where 0% means no effect; nearly all actives have a fitted effect of over 65% in size
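Cells of the AREc32 ARE-luciferase line are plated in OPTI-MEM containing 5% FBS and left overnight at 37 deg C. Compounds are pinned in, incubation continues 24 hr, and firefly luciferase signal is then measured.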
Nrf2 inh: Nrf2 qHTS screen for inhibitors | A549 ARE-Fluc reporter, luciferase luminescence, 18-24 h | Potency, µM (titrated, usually from 46 µM), without a hit: at the highest dose activity change, negative = inhibition, usual class: inhibitors | 360,000 tested, 2.1% active | AID 504444, 2011; further: potency means the concentration at half of the fitted maximal effect; on the % scale 0 is the no-effect control and ±100 the full control effect; nearly all actives have a fitted effect of over 60% in size
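In this cell-based qHTS, ARE-driven firefly luciferase in A549 cells reports Nrf2 activity; the luminescent signal after BugLite lysis is the measured value, with a prior CellTiter-Fluor read for cell health.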
MCF10A rereplic: A quantitative high throughput screen for small molecules that induce DNA re-replication in MCF 10a normal breast cells; MCF 10A DNA re-replication, Hoechst nuclear intensity, 48 h; Potency, µM (titrated, usually from 46.1 µM), for the others: at the top dose activity, positive = re-replication, most hits filed as activators; 350,000 tested, 2.9% active; AID 624296, 2012; further: potency means the concentration at half of the fitted maximal effect; % of control where 0% means no effect; nearly all actives have a fitted effect of over 50% in size
TGFb SMAD3 inh: qHTS for Inhibitors of TGF-b. HepG2 CAGA-GFP TGF-b/SMAD3 reporter, GFP fluorescence, 18 h; TGF-beta stimulated, 500 pg/mL final. Potency, µM (highest dose often 46.1 µM), without a hit: top-dose activity, negative = inhibition, usual class: inhibitors. 410,000 tested, 1.2% active. AID 588855, 2011; further: potency means the concentration at half of the fitted maximal effect; on the % scale 0 is the no-effect control and ±100 the full control effect; nearly all actives have a fitted effect of over 65% in size
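Read-out: total well GFP (ex488/em500-530) summed from mean per-cell fluorescence. Cells: HEPG2 CAGA-GFP, 1% FBS DMEM, 18 h at 37 degrees C with 500 pg/mL final TGF-beta. Unstimulated wells served as the full-inhibition control; stimulated DMSO wells = 0%.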
HepG2 tox: qHTS for Inhibitors of TGF-b: Cytotox Counterscreen | HepG2 CAGA-GFP viability, ATP luminescence, 18 h | Potency, µM (top dose mostly 46.1 µM), inactives show top-dose activity change, negative = cytotoxicity, hits mostly cytotoxic | 410,000 tested, 0.76% active; further: potency means the concentration at half of the fitted maximal effect; some results filed as inactive show a strong effect at the top dose
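CellTiter-Glo luminescence gave cytotoxicity after 18 hours at 37 degrees C. The cells were HepG2 CAGA-GFP in 1% FBS DMEM, stimulated with 500 pg/mL TGF-beta after compound addition. %Activity was normalised to no-cell wells (complete cell-killing) and DMSO (no toxicity), and curves were fitted and classified.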
ATXN2 expr inh: Primary qHTS for Inhibitors of ATXN expression. HEK-293 ATXN2-luciferase reporter, luminescence, 24 h. Potency, µM (top dose mostly 57 µM), for inactives: at the highest dose activity change, negative = inhibition, usual class: inhibitors. 360,000 tested, 0.72% active. AID 1745845, 2022; further: potency means the concentration at half of the fitted maximal effect; on the % scale 0 is the no-effect control and ±100 the full control effect; nearly all actives have a fitted effect of over 55% in size
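ATXN2-luciferase reporter cells (luciferase flanked by upstream and downstream ATXN2 gene portions) were treated 24 h at 37 °C with compounds at up to 57 uM. SteadyGlo luminescence gave expression; GF-AFC fluorescence gave viability.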
A549 tox: Nrf2 qHTS screen for inhibitors: counterscreen for cytotoxicity. AID 504648, 2011. A549 ARE-Fluc cells, CellTiter-Fluor viability, 18-24 h. 390,000 tested, 0.16% active. Potency, µM (top dose mostly 46 µM), for the others: at the highest dose activity change, negative = cytotoxicity, actives largely listed as inhibitors; further: potency means the concentration at half of the fitted maximal effect; on the % scale 0 is the no-effect control and ±100 the full control effect
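Cytotoxicity counterscreen: CellTiter-Fluor fluorescence was measured in A549 ARE_Fluc cells after 18-24 h of compound exposure in a concentration series. The subsequent BugLite luminescent read reports ARE-luciferase activity.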
Numbers without * were called inactive; i = inactive; ? = inconclusive; · = not tested or not shown; [ ] = dose if it differs, or a comment. Unless noted, the call rests on the fitted dose curve; in most records, active means well fitted curve in the direction sought with a large enough effect; inconclusive means small, poorly fitted or top-dose-only effect, or another doubt; inactive means no such curve, though single readings can be large; an effect the other way counts as inactive or inconclusive.

| canonical_smiles | Nrf2 inh | A549 tox | IL1B secr inh | ATXN2 expr inh | S2 tox | Nrf2 activator | MCF10A rereplic | TGFb SMAD3 inh | HepG2 tox |
| --- | --- | --- | --- | --- | --- | --- | --- | --- | --- |
| Cc1c(NC(=O)CN2CCN(C(c3ccccc3)c3ccccc3)CC2)c(=O)n(-c2ccccc2)n1C | -6% | -5% | -3 | 6% | i | -0.1% | -7% | -11% | 6% |
| O=C(Cn1c(NCCCCl)nc2ccccc21)c1ccccc1 | 0% | -2% | -8 | -9% | i | 0.5% | -2% | 7% | -4% |
| CSc1ccc(CNC(=O)CCn2ccc3cc(S(=O)(=O)N4CCC(C)CC4)ccc32)cc1 | -3% | 1% | · | -21% | i | 4.4% | · | 0% | -12% |
| CCc1ccccc1NC(=O)CCN1C(=O)C2C3CCC(C3)C2C1=O (stereo not given) | 5% | 0% | -3 | -6% | i | 0.3% | 1% | 1% | 3% |
| CCOc1ccc(N(C)S(=O)(=O)c2ccc3[nH]cc(C(=O)NCC4CCCO4)c(=O)c3c2)cc1 (stereo not given) | · | -4% | -2 | -16% | i | 0.2% | 7% | 3% | -4% |
| COc1cc(NC(=O)CN(C)S(=O)(=O)c2ccc(C)cc2)cc(OC)c1 | -9% | -9% | 11 | -1% | i | 2.0% | ? | -14% | -9% |
| Cc1cc([N+](=O)[O-])ccc1NC(=O)COc1nsnc1N1CCOCC1 | ? | 1% | 9 | -15% | i | 0.3% | -6% | 4% | 7% |
| Nn1c(SCC(=O)Nc2ccc3c(c2)OCCO3)nnc1-c1ccncc1 | 1% | -1% | 10 | 1% | i | 0.6% | 2% | 3% | 1% |
| CCCCc1ccc(NC(=O)CC(C)C)cc1 | ? | 4% | -15 | -11%[11.3 µM] | i | 0.5% | ? | -24% | 11% |
| O=C(Cn1cc2c(n1)CCCC2)NC1CCCCCC1 | 10% | -6% | 22 | 13% | ? | -0.6% | 6% | -3% | -9% |
| CC12CCC(C(=O)Nc3ccccc3Cl)(C(Br)C1=O)C2(C)C (stereo not given) | 4% | 0% | 0 | 7% | i | -0.1% | ? | -6% | -24% |
| Cc1ccccc1NC(=O)C(C)n1c2ccccc2c2nc(=O)cc(C)n21 (stereo not given) | 0% | 0% | 14 | · | i | 4.2% | 2% | 4% | -12% |
| CN(CC(=O)N1CCCCC1)S(=O)(=O)c1cccc2nsnc12 | 7% | 2% | -12 | 3% | i | -0.3% | 0% | -5% | -72% |
| CCC(C(=O)OCC(=O)N1C(C)CCCC1C)c1ccccc1 (stereo not given) | ? | 4% | 17 | -8% | i | -0.3% | 28% | 0% | -20% |
| CCOC(=O)CSc1c(-c2cccs2)[nH]c2ccccc12 | 2% | -4% | 8 | -32% | i | 2.8% | 23µM* | ? | -58% |
| COc1ccc(OC)c(/C=C/C(=O)OCC(=O)N2C(C)CCCC2C)c1 (stereo not given) | 1% | 1% | -28 | -2% | i | 14% | 7% | 5% | 2% |
| O=C(c1nc2ccc(Cl)cn2c1CNCCc1cnccn1)N1CCCCCCC1 | 3% | -12% | -8 | 4% | i | 0.1% | 0% | 2% | -2% |
| O=S(=O)(Nc1ncccn1)c1ccc(NC(=S)Nc2ccc(Cl)cc2)cc1 | -36% | -11% | ? | · | i | 0.4% | -1% | ? | 5% |
| Cc1c(O)ccc(/C=N/Nc2ncccc2[N+](=O)[O-])c1O | ? | -19% | 19 | 5% | i | 5.5% | -7% | -14% | -47% |
| COC(=O)Cn1cc(/C=C/c2cc[n+](C)cc2)c2ccccc21 | -30% | ? | 15 | 4% | ? | 1.7% | -2% | 44%[activator] | -15% |

Compound profiles, as listed above. Screens in order: Nrf2 inh, A549 tox, IL1B secr inh, ATXN2 expr inh, S2 tox, Nrf2 activator, MCF10A rereplic, TGFb SMAD3 inh, HepG2 tox
Listed for COc1cc(NC(=O)CN(C)S(=O)(=O)c2ccc(C)cc2)cc(OC)c1 : -9%, -9%, 11, -1%, i, 2.0%, ?, -14%, -9%
Listed for CCC(C(=O)OCC(=O)N1C(C)CCCC1C)c1ccccc1 (stereo not given) : ?, 4%, 17, -8%, i, -0.3%, 28%, 0%, -20%

(next part)
| canonical_smiles | Nrf2 inh | A549 tox | IL1B secr inh | ATXN2 expr inh | S2 tox | Nrf2 activator | MCF10A rereplic | TGFb SMAD3 inh | HepG2 tox |
| --- | --- | --- | --- | --- | --- | --- | --- | --- | --- |
| CC(=O)Nc1ccc(SCC(=O)NCCc2ccc(F)cc2)cc1 | 9% | 8% | -16 | ? | i | 1.9% | 0% | -14% | -8% |
| CC(=O)c1ccc(NC(=O)CNCC(c2ccccc2)N(C)C)cc1 (stereo not given) | ? | 9% | 4 | -1% | i | -0.6% | 0% | 0% | 3% |
| Cc1nn(-c2ccccc2)c(C)c1C1C(C#N)=C(N)Oc2n[nH]c(C)c21 (stereo not given) | -28% | -8% | ? | -10% | i | -0.2% | 3% | -2% | -9% |
| Cc1cc(C)c(C2C(C#N)=C(N)Oc3n[nH]c(C)c32)cc1CN1CCCC1 (stereo not given) | 4% | -14% | -30 | 6% | i | 2.3% | -4% | -1% | -32% |

In the list so far, 10 have four or more nitrogen atoms:
| canonical_smiles | Nrf2 inh | A549 tox | IL1B secr inh | ATXN2 expr inh | S2 tox | Nrf2 activator | MCF10A rereplic | TGFb SMAD3 inh | HepG2 tox |
| --- | --- | --- | --- | --- | --- | --- | --- | --- | --- |
| Cc1c(NC(=O)CN2CCN(C(c3ccccc3)c3ccccc3)CC2)c(=O)n(-c2ccccc2)n1C | -6% | -5% | -3 | 6% | i | -0.1% | -7% | -11% | 6% |
| Cc1cc([N+](=O)[O-])ccc1NC(=O)COc1nsnc1N1CCOCC1 | ? | 1% | 9 | -15% | i | 0.3% | -6% | 4% | 7% |
| Nn1c(SCC(=O)Nc2ccc3c(c2)OCCO3)nnc1-c1ccncc1 | 1% | -1% | 10 | 1% | i | 0.6% | 2% | 3% | 1% |
| Cc1ccccc1NC(=O)C(C)n1c2ccccc2c2nc(=O)cc(C)n21 (stereo not given) | 0% | 0% | 14 | · | i | 4.2% | 2% | 4% | -12% |
| CN(CC(=O)N1CCCCC1)S(=O)(=O)c1cccc2nsnc12 | 7% | 2% | -12 | 3% | i | -0.3% | 0% | -5% | -72% |
| O=C(c1nc2ccc(Cl)cn2c1CNCCc1cnccn1)N1CCCCCCC1 | 3% | -12% | -8 | 4% | i | 0.1% | 0% | 2% | -2% |
| O=S(=O)(Nc1ncccn1)c1ccc(NC(=S)Nc2ccc(Cl)cc2)cc1 | -36% | -11% | ? | · | i | 0.4% | -1% | ? | 5% |
| Cc1c(O)ccc(/C=N/Nc2ncccc2[N+](=O)[O-])c1O | ? | -19% | 19 | 5% | i | 5.5% | -7% | -14% | -47% |
| Cc1nn(-c2ccccc2)c(C)c1C1C(C#N)=C(N)Oc2n[nH]c(C)c21 (stereo not given) | -28% | -8% | ? | -10% | i | -0.2% | 3% | -2% | -9% |
| Cc1cc(C)c(C2C(C#N)=C(N)Oc3n[nH]c(C)c32)cc1CN1CCCC1 (stereo not given) | 4% | -14% | -30 | 6% | i | 2.3% | -4% | -1% | -32% |
